# Source: PubChem BioAssay
# aSyn UTR inh – MLPCN primary screen, SNCA 5' untranslated region; alpha-synuclein 5'UTR reporter, inhibitor activity; 300,000 tested, 0.82% active; inhibition, % (tested at 7.5 µM); in the data active = inhibition above about 60%; inconclusive = no clear call, values can overlap the other calls;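 also: H4 neuroglioblastoma cells stably carrying SNCA 5'UTR luciferase fusion; 0% = DMSO wells and 100% = positive control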
# GSK3 alpha inh – human GSK-3 alpha kinase inhibition; P49840; ADP-Glo luminescence, 60 min; 320,000 tested, 0.1% active; AID 2650; inhibition, % at 10 µM;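 in the data active = inhibition above about 50%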;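 also: GST-tagged GSK-3 alpha with peptide substrate and 25 µM ATP; 0% = DMSO neutral wells and 100% = GW8510 positive control wells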
# Target sequence (P49840 whole entry, looked up): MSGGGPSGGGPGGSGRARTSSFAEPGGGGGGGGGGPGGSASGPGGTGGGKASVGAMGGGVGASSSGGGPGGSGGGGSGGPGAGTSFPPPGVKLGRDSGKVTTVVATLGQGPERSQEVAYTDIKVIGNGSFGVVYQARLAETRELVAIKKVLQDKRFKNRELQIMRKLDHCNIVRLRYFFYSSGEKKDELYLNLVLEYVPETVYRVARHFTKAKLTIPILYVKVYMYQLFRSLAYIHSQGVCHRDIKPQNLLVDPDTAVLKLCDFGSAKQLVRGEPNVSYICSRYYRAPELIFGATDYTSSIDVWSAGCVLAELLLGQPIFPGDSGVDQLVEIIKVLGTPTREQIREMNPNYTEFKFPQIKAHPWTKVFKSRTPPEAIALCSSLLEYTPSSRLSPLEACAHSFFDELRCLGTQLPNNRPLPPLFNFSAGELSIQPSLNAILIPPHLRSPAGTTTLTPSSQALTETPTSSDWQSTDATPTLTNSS
# IEC-6 cytotox – counter-screen for KLF5 inhibitors: cytotoxicity in IEC-6 cells; IEC-6 cytotoxicity, luminescence viability; inhibition, % at 5 µM; 290,000 tested, 0.78% active; AID 1825; in the data active = inhibition above about 22%;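 also: 0% = plate median of test compound wells and 100% = cytotoxic reference compound wells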
# HSP90 inh – HSP90 refolding inhibition in rabbit reticulocyte lysate; inhibition, % at 5.6 µM; 290,000 tested, 0.91% active; luciferase refolding luminescence, 3 h;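 active = inhibition above the screen-wide mean plus 3 SD, computed separately per campaign, cut at about 16% in these data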;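 also: 0% = DMSO wells and 100% = 60 µM geldanamycin wells; inhibitors lower the luminescence because luciferase stays unfolded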
# AI-2 QS mod – modulators of Vibrio harveyi AI-2 quorum sensing system; Vibrio harveyi JMH597 AI-2 luminescence/OD600 ratio, 9 h; active compounds read low; strain lacks LuxN and CqsS sensors; 0 = neutral-control median; activity change, % at 7.5 µM; 300,000 tested, 0.4% active; in the data active = activity change below about -75%, passing the limit was not always enough; inconclusive = no clear call, values can overlap the other calls;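 also: luminescence divided by OD600 gain over 9 h not by final OD600 alone; inactives centre near 13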
# GSK3beta inhib – inhibitors of human GSK3beta kinase; 300,000 tested, 0.038% active; GST-GSK3beta kinase, ADP-Glo luminescence, 60 min; active compounds read low; P49841; activity score (negative = inhibition), % at 10 µM; AID 2097;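 active = more than half of replicate wells score below -50%, meaning over 50% inhibition versus plate controls; inconclusive = some replicates but at most half score below -50%; inactive = no replicate scores below -50%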;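 also: 0% = median DMSO wells and -100% = median GW8510 positive control wells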
# Target sequence (P49841 whole entry, looked up): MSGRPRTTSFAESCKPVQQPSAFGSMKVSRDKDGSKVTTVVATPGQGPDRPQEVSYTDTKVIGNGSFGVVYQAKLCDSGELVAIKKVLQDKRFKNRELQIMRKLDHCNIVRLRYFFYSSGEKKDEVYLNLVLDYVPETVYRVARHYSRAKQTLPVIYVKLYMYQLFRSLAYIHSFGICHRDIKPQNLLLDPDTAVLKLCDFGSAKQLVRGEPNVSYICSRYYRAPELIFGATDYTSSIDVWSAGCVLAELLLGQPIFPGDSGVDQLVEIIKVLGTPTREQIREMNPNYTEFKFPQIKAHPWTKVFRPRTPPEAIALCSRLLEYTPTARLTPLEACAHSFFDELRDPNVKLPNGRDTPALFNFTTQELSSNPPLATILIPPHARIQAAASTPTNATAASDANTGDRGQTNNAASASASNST
#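 Test system: GST-fused GSK3beta enzyme, cell-free | Quantity: 1.6 ng GST-GSK3beta enzyme per well | Reagent: 25 µM ATP with peptide substrate | Schedule: 60 min enzyme reaction, room temperature | Signal: Luminescent ADP-Glo measurement of ADP formed | Read-out basis: Score relative to plate controls | Control set: DMSO and 20 µM GW8510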
# PolyA inh – blocks polyadenylation in yeast reporter cells. S. cerevisiae SKY197-pL101 polyadenylation reporter, beta-gal luminescence; efflux-impaired pdr1/pdr3 knockout yeast; score 100 = 6 SD above DMSO. calls only at 12 µM. 300,000 tested, 0.02% active;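 active = lowest replicate activity score at least 50, where 100 means six control SD above control mean; inconclusive = lowest score under 50 but half or more replicates reach 50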;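 also: yeast exposed to compound for 9 h at 30 °C; higher score means more reporter readthrough which indicates perturbed polyadenylation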
# HSF1 inh – HSF1 inhibition; NIH3T3-HGL HSE-luciferase, MG132-induced, luminescence 8 h; active compounds read low; 300,000 tested, 0.77% active; AID 2098; activity change, negative = inhibition, % at 7.5 µM (by protocol);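 active = more than half of replicate wells show activity change below -50%, luminescence cut by over half; inconclusive = some wells, but at most half, below -50%; inactive = no replicate well below -50%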;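 also: luciferase reports HSF-1 transcriptional activity via heat shock element; 0% = median of DMSO wells and -100% = zero luminescence signal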
# HSF1 activator – increases HSF-1 driven luciferase reporter signal; NIH3T3-HGL HSF-1 luciferase reporter, MG132, 8 h; 100% = twice DMSO control signal; activation, % at 9 µM; 300,000 tested, 1.7% active;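 active = mean replicate activation of at least 50% with a set share of replicates each reaching 50%; inconclusive = only one of those two conditions met; inactive = mean below 50% and too few replicates reaching it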;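 also: 0% = median of the neutral control wells and 100% = twice that signal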
# KLF5 inhibitor – kruppel-like factor 5 inhibition; DLD-1 KLF5 promoter-luciferase reporter, luminescence; inhibition, % at 5 µM; 290,000 tested, 0.23% active; AID 1700;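 active = inhibition above a per-plate limit of that plate's mean compound inhibition plus 3 SD, cut at about 60% in these data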;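 also: 0% = DMSO wells and 100% = LY294002 at 200 µM; higher means less KLF5 promoter-driven luciferase light; inactives centre near -14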
# * = called active by the depositor; i = inactive; ? = inconclusive; nt = no result given.
SMILES,aSyn UTR inh,GSK3 alpha inh,IEC-6 cytotox,HSP90 inh,AI-2 QS mod,GSK3beta inhib,PolyA inh,HSF1 inh,HSF1 activator,KLF5 inhibitor
CC1(C)C2CCC1(C)C(OC(=O)c1ccccc1C(=O)O)C2 (stereo unspecified),8.6,-2.2,-2.0,0.3,16.8,2.9,i,4.1,2.5,-6.3
COc1cccc(N/N=C/c2cccc(Br)c2O)c1,-117.1,3.8,9.7,4.0,10.4,1.7,i,-6.4,-4.6,-21.0
CS(=O)(=O)N(CC(=O)Nc1ccccc1C(=O)N1CCCC1)c1ccccc1Br,9.5,-0.8,1.1,-0.1,7.3,-2.7,i,-5.5,-10.7,-1.4
CC(C)(C)c1ccc(CNC(=O)C2CCCN2C(=O)Nc2ccccc2)cc1 (stereo unspecified),2.9,-3.8,1.7,-1.3,9.9,1.8,i,1.8,-6.8,-18.6
COc1cccc(N2C(=O)/C(=C\c3cccs3)NC2=S)c1,-50.5,-0.5,-3.9,0.7,-1.7,0.6,i,9.2,-11.0,-7.6
CCN(CC)C(=O)c1sc(NC(=O)C(Sc2ccccc2)c2ccccc2)c(C(=O)OC(C)C)c1C (stereo unspecified),14.2,1.4,-2.0,0.2,10.2,1.5,i,-7.1,4.5,-27.4
COC(=O)c1cc(=O)n(-c2ccccc2)c(=Nc2ccccc2)s1,-19.9,-1.9,-4.3,1.9,42.4,-2.1,i,21.6,40.8,1.8
CCCCn1cnc2c(cnn2-c2ccc(F)cc2)c1=O,-123.4,-1.9,-4.6,-1.5,13.7,5.8,i,5.9,29.8,-65.8
C=CCNC(=S)N(C1CCCCC1)C1CCCCC1,4.0,0.5,-0.9,-0.6,11.8,0.1,i,-8.4,-8.9,-16.2
Cc1ccc(CN2C(=O)CSC2c2ccccc2F)cc1 (stereo unspecified),-1.4,-3.1,-1.5,0.8,15.9,4.8,i,-4.2,0.3,-31.6
COC(=O)c1ccc(NC(=O)C(=O)c2c[nH]c3ccccc23)cc1,-92.5,-5.0,-0.2,-3.0,30.8,-0.1,i,20.9,30.5,-84.4
CCN(C(=O)CSc1nnc2nc(C)cc(C)n12)c1ccccc1,1.9,-1.1,0.8,1.2,21.6,5.9,i,-0.6,0.3,-16.0
CCOC(=O)Cc1csc(NC(=O)COc2ccc(OC)cc2)n1,8.7,2.8,-5.1,-3.4,7.9,-2.0,i,7.6,9.0,-57.3
O=C(O)c1ccc(NC(=S)NCc2ccccc2)cc1,-9.3,-2.4,-2.2,1.4,8.6,0.7,i,4.6,7.7,2.0
Cc1onc(-c2ccccc2Cl)c1C(=O)NC(=S)NCC(=O)c1ccccc1,-53.3,-2.8,-7.3,-2.9,3.6,-1.6,i,6.3,12.4,-25.9
Cc1[nH]c2ccccc2c1C(=O)C(=O)N1CCN(c2ccccc2Cl)CC1,-16.0,-0.8,1.4,4.7,44.2,-3.0,i,29.3,48.6,-7.9
Cc1ccccc1NCCNc1ccccc1C,20.9,-5.8,10.9,2.8,6.7,3.9,i,-2.3,-7.8,-9.7
Cc1ccc(-n2nc3c(c2NC(=O)c2ccc4c(c2)OCO4)CSC3)c(C)c1,-3.9,0.8,0.0,4.4,13.1,-0.1,i,17.8,?,7.5
O=C(COC(=O)c1cc(NS(=O)(=O)c2cccs2)ccc1O)Nc1ccc(F)c(F)c1F,-17.7,nt,-2.0,-4.0,nt,nt,i,7.2,25.4,-22.6
COC(=O)c1ccc(NS(=O)(=O)c2ccc3[nH]c(=O)oc3c2)cc1,18.5,-2.4,-6.4,-5.6,48.7,3.1,i,-4.0,-6.9,-13.7
Cc1nc(Cl)c(C(=O)Nc2cccc(F)c2)c(C)c1Cl,4.2,-0.7,-2.2,-2.1,7.9,-1.0,i,-4.6,5.0,-3.8
CC1(C)CC(=O)C=C(C(=O)N2CCCC(C(=O)c3cccc(C(F)(F)F)c3)C2)O1 (stereo unspecified),-1.8,0.2,-2.3,0.3,21.7,-0.4,i,3.6,9.9,-25.5
CCOC(=O)Cc1[nH]nc2c1C(C1C=CCCC1)C(C#N)=C(N)O2 (stereo unspecified),-19.2,0.4,-1.0,0.0,37.8,-1.5,i,6.7,7.5,-3.1
COc1ccccc1NC(=O)c1ccccc1NC(=O)c1cccs1,-1.4,-3.5,-0.5,-0.7,24.1,1.0,nt,-4.9,-0.5,-5.7
COc1ccc(CN(C2CCCC2)S(=O)(=O)c2ccc(-n3cnnn3)cc2)cc1,3.9,-21.3,1.2,-0.5,12.1,-4.0,i,-3.2,2.9,-8.9
CCN(CC)CCn1c2ccccc2c2nc3ccc([N+](=O)[O-])cc3cc21,57.0,2.9,36.4*,-1.4,17.8,3.1,i,89.4,121.3*,10.3
NC(=O)C1CCCN(CCc2ccccc2)C1 (stereo unspecified),19.1,-3.2,-5.4,-1.1,14.5,0.9,i,-2.6,5.6,-16.6
CCOC(=O)/C(C(=Nc1ccccc1)Nc1ccccc1)=C(\C)O,-2.8,-3.5,-9.7,-4.5,-20.4,1.5,i,5.3,6.2,-27.9
Cc1ccc(N=Cc2nc(/C=C/c3cccc([N+](=O)[O-])c3)oc2O)cc1,-25.2,-2.5,1.4,0.8,27.3,0.5,i,-4.8,-18.7,3.0
CC1(C)CC(=O)C=C(NCc2cccnc2)C1,5.5,0.9,-3.9,-1.1,-0.9,0.5,i,-2.2,7.5,-29.2
CCOc1ccc(C(C(=O)NC2CCCC2)N(CCCO)C(=O)c2ccc(-c3ccccc3)[nH]2)cc1 (stereo unspecified),-50.9,-3.4,-15.1,-1.6,2.2,-0.1,i,17.2,22.4,-5.8
COc1ccc2nc(NC(=O)C3CCCN3S(=O)(=O)c3ccc(C)cc3)sc2c1 (stereo unspecified),nt,-0.7,-6.1,0.4,16.1,-2.6,i,nt,nt,-15.9
COc1ccc(CC(=O)NC(C)c2nnc(SCC(=O)Nc3nc(C)cs3)n2C)cc1 (stereo unspecified),-18.8,-1.5,-1.8,2.5,23.8,0.6,i,-0.4,-5.8,-20.9
O=C(Nc1ccn(Cc2c(F)c(F)cc(F)c2F)n1)c1ccc(COc2ccc(Cl)cc2Cl)o1,28.1,3.1,-2.3,-0.2,-5.6,0.9,nt,26.8,35.8,-49.1
COc1ccc(/C=N/Nc2nc(-c3ccc(C)cc3)c(NC(C)=O)s2)cc1OC,28.2,-2.2,-2.0,-2.6,19.4,2.1,i,-9.0,-11.4,-15.9
CCNC(=S)N1CCN(Cc2ccc3c(c2)OCO3)CC1,-1.0,1.8,1.2,1.0,7.3,0.6,i,1.1,15.6,-31.9
Cc1ccc(C)c(-n2c(Cc3cccs3)n[nH]c2=S)c1,9.0,6.4,-1.9,5.8,-7.8,4.7,i,-6.0,-8.6,-23.9
COc1ccc(OC)c2[nH]c(C(=O)O)cc12,-7.0,-3.4,-5.4,1.0,22.3,2.4,i,-0.9,-13.5,-11.1
O=C(O)Cn1cc(C(=S)N2CCOCC2)c2ccccc21,-0.3,-2.6,0.6,0.3,6.0,-1.3,i,-4.7,-2.2,-12.3
CCOC(=O)/C(C#N)=C\c1ccc(OCC(=O)Nc2ccc(C)cc2C)c(OC)c1,-31.0,-1.0,-4.3,0.5,6.5,-2.5,i,-3.0,16.2,-12.3
CC1=C(C(=O)N2CCCCCC2)C2(CCC(C)CC2)OC1=O (stereo unspecified),5.7,-0.6,-1.9,-5.9,-0.1,-0.5,i,-7.1,2.6,-28.8
CC(=O)c1ccc(NC(=O)Nc2sc(NS(=O)(=O)c3ccccc3)nc2C)cc1,-23.8,-0.8,4.1,3.1,25.8,-2.7,i,-10.1,-2.7,-11.3
O=C(CSc1nccn1Cc1ccco1)Nc1ccc(F)cc1,-13.0,-1.8,1.0,-2.1,-3.2,1.1,i,-0.9,10.5,-38.0
CC1CN(C(=O)CCC(=O)NCc2ccc(Cl)cc2)c2ccccc2S1 (stereo unspecified),-35.4,-1.5,-2.4,-4.6,-8.9,-2.3,i,0.0,11.1,-20.8
CCC1(CC)Cc2ccccc2-c2nc(CCl)[nH]c(=O)c21,-32.8,-1.8,-2.7,0.9,1.3,0.3,i,3.2,11.4,-44.3
COc1ccccc1Nc1nc(C)c(C(=O)Nc2ccccc2)s1,-24.4,-1.0,5.7,-0.6,27.3,0.1,i,11.0,27.1,-32.8
CCOc1cccc(C(=O)N2CCCN(C)CC2)c1,-10.8,-0.7,3.8,4.6,-1.7,-0.6,i,3.3,-4.8,-21.5
Cc1c(CCCC(=O)O)sc(N)c1C(=O)c1cccc(C(F)(F)F)c1,-16.6,7.1,nt,nt,1.3,2.1,i,-7.3,-0.1,nt
CCOC(=O)C1(Cc2cccc(F)c2)CCN(Cc2cn(CC)nc2C)CC1,-15.9,-1.0,2.4,-1.9,15.6,-25.7,i,-6.2,-0.1,-16.2
COC(=O)c1ccccc1NC(=O)CSc1nc2ncccc2[nH]1,-15.5,-3.0,-3.4,-1.0,31.5,1.6,i,-2.9,4.5,-24.2
C/C(=N\Nc1nc(C(C)(C)C)cs1)c1ccc(O)cc1,-107.3,-1.1,-3.8,0.1,8.8,-2.5,i,0.1,-15.2,-14.3
Cc1ccc(C(C)C)c(OCC#CCN2CCOCC2)c1,10.1,1.3,-3.7,-5.5,24.9,1.0,i,-2.5,17.4,-18.3
CCC1(c2ccc(F)cc2)NC(=O)N(CC(=O)N2CCOCC2)C1=O (stereo unspecified),0.5,-3.9,4.3,1.9,-3.6,1.4,i,-6.0,-4.0,1.4
O=[N+]([O-])c1ccc(OCc2cn([C@@H](CO)c3ccccc3)nn2)c(Br)c1,27.1,0.0,nt,nt,2.5,-3.3,i,3.7,0.4,nt
CCc1ccccc1NC(=S)N1CCC(C(=O)c2ccc(F)cc2)CC1,8.0,1.8,0.7,4.5,15.7,-0.7,i,-3.6,-4.6,-15.6
CCCCc1nnc(NC(=O)Cn2cnc3ccccc3c2=O)s1,0.0,-2.1,2.4,-0.1,-94.8*,1.7,i,-1.9,6.4,-13.5
CCCCn1c(=O)[nH]c(=O)c2c1nc(-c1ccccc1F)n2Cc1ccccc1,11.2,1.3,6.4,-0.2,17.7,-2.1,i,13.5,-5.1,-4.9
COc1cccc(C2C=C(Nc3ccccc3)C(=O)N2c2ccccc2)c1 (stereo unspecified),-16.5,-1.4,-0.2,-1.9,7.9,0.1,i,30.2,25.2,-11.4

# Only part of the results is shown; the hit share may differ from the screen's.
